High-throughput results: PubChem, Broad Institute
BioA inh: inhibitors of Mycobacterium tuberculosis BioA enzyme; purified M. tuberculosis BioA enzyme, plate reader; AID 602481; inhibition, % at 9.99 µM; 0.096% of 360,000 active; in the data active means inhibition above about 40%
Numbers without * were called inactive. An excerpt; count on the stated rates, not on these rows.

SMILES | BioA inh
C[C@H](CO)N1C[C@H](C)[C@@H](CN(C)C(=O)NC2CCCCC2)OCCCC[C@H](C)Oc2ccc(NS(=O)(=O)c3ccccc3)cc2C1=O | 3.5
CN(C)CCCNC(=O)C[C@@H]1CC[C@H]2[C@@H](COC[C@@H](O)CN2CC2CCCC2)O1 | -0.3
O=C(C[C@@H]1CC[C@H]2[C@@H](COC[C@@H](O)CN2C(=O)c2ccc(F)cc2)O1)N1CCCCC1 | -0.1
CN1C(=O)c2cc(NS(C)(=O)=O)ccc2OC[C@H]2O[C@H](CC(=O)NCc3ccc(-c4ccccc4)cc3)CC[C@H]21 | 3.8
C[C@H]1CN([C@@H](C)CO)C(=O)c2cc(C#CC(C)(C)O)cnc2O[C@@H]1CN(C)C(=O)CN(C)C | -0.2
C[C@@H]1CN([C@@H](C)CO)C(=O)c2cc(C#CC3CCCC3)cnc2O[C@@H]1CN(C)C(=O)C1CCC1 | -1.8
C[C@@H]1CN([C@H](C)CO)S(=O)(=O)c2ccc(C#CCN(C)C)cc2O[C@@H]1CN(C)Cc1cccnc1 | -2.5
COCC(=O)N1C[C@@H](C)[C@H](OC)CN(C)C(=O)c2ccc(NC(=O)C3CCC3)cc2OC[C@H]1C | -0.7
C[C@H]1CN([C@@H](C)CO)C(=O)c2cc(C#Cc3ccccn3)cnc2O[C@H]1CN(C)Cc1ccccc1 | -1.6
C[C@@H]1CN([C@H](C)CO)C(=O)Cc2cc(NC(=O)Nc3cccc4ccccc34)ccc2O[C@@H]1CN(C)Cc1ccccc1 | -2.7
CN1[C@@H]2c3cccc(=O)n3C[C@@H]2[C@@H](CO)[C@@H]1C(=O)NCC1CCCCC1 | 0.1
CO[C@H]1CN(C)C(=O)c2ccc(NS(=O)(=O)CC(F)(F)F)cc2OC[C@@H](C)N(C)C[C@H]1C | 0.2
COc1ccc(S(=O)(=O)Nc2ccc3c(c2)C(=O)N([C@@H](C)CO)C[C@@H](C)[C@H](CN(C)Cc2ccncc2)O3)cc1 | -5.0
Cc1ccc(S(=O)(=O)Nc2ccc3c(c2)CC(=O)N([C@@H](C)CO)C[C@@H](C)[C@@H](CN(C)C(=O)Nc2cccc4ccccc24)O3)cc1 | -5.2
C[C@@H]1CN([C@@H](C)CO)S(=O)(=O)c2ccc(C3=CCCCC3)cc2O[C@@H]1CN(C)C(=O)C1CCCCC1 | 22
O=C(C[C@H]1C=C[C@H](NC(=O)Nc2cc(F)ccc2F)[C@@H](CO)O1)Nc1ccccc1 | -1.9
C[C@@H]1CCCCO[C@H](CN(C)Cc2ccc3c(c2)OCO3)[C@H](C)CN([C@@H](C)CO)C(=O)c2cc(NC(=O)Cc3ccccc3)ccc2O1 | 3.5
COc1ccc(CN(C)C[C@H]2OCCCC[C@H](C)Oc3ccc(NC(=O)C4CCCCC4)cc3C(=O)N([C@H](C)CO)C[C@@H]2C)cc1 | -0.7
CCNC(=O)C[C@H]1C=C[C@@H](NS(=O)(=O)c2ccc(F)cc2)[C@H](CO)O1 | -0.4
COc1ccc(CN(C)C[C@H]2OCCCC[C@@H](C)Oc3ccc(NS(=O)(=O)c4ccc(Cl)cc4)cc3C(=O)N([C@H](C)CO)C[C@@H]2C)cc1 | 0.4
COc1ccc(NC(=O)Nc2ccc3c(c2)CC(=O)N([C@@H](C)CO)C[C@H](C)[C@H](CN(C)S(=O)(=O)c2ccc(OC)cc2)O3)cc1 | -1.7
C[C@H](CO)N1C[C@H](C)[C@H](CN(C)C)Oc2ccc(NC(=O)Nc3ccc4c(c3)OCO4)cc2CC1=O | -5.7
C[C@H]1CN([C@@H](C)CO)C(=O)c2cc(NC(=O)Cc3cn(C)c4ccccc34)ccc2O[C@H]1CN(C)C(=O)Nc1ccc(F)cc1 | -3.5
COc1ccccc1S(=O)(=O)N[C@H]1CC[C@@H](CCNC(=O)C2CC2)O[C@H]1CO | -2.5
C[C@H](CO)N1C[C@H](C)[C@@H](CN(C)S(=O)(=O)c2ccccc2)OCCCC[C@H](C)Oc2ccc(NC(=O)C3CCCCC3)cc2C1=O | -4.0

Some of these compounds in order of length of the SMILES, falling.
SMILES | BioA inh
C[C@@H]1CCCCO[C@H](CN(C)Cc2ccc3c(c2)OCO3)[C@H](C)CN([C@@H](C)CO)C(=O)c2cc(NC(=O)Cc3ccccc3)ccc2O1 | 3.5
C[C@H]1CN([C@@H](C)CO)C(=O)c2cc(C#Cc3ccccn3)cnc2O[C@H]1CN(C)Cc1ccccc1 | -1.6
COc1ccccc1S(=O)(=O)N[C@H]1CC[C@@H](CCNC(=O)C2CC2)O[C@H]1CO | -2.5

Continued:
SMILES | BioA inh
C[C@H](O)C#Cc1ccc([C@H]2[C@@H](CO)N3CCCCN(C(=O)c4ccc(F)cc4)C[C@@H]23)cc1 | -1.1
Cc1noc(C)c1NC(=O)N(C)C[C@H]1Oc2c(NC(=O)Nc3ccc(C(F)(F)F)cc3)cccc2C(=O)N([C@H](C)CO)C[C@H]1C | 2.8
O=C(C[C@H]1CC[C@H](NC(=O)C2CC2)[C@@H](CO)O1)NCc1ccccc1Cl | 2.4
C[C@@H]1CN([C@H](C)CO)S(=O)(=O)c2ccc(C#Cc3ccc(F)cc3)cc2O[C@H]1CN(C)C(=O)c1ccccn1 | 2.6
CCN1[C@H](C(=O)N2CCCCC2)[C@@H](CO)[C@@H]2Cn3c(ccc(-c4cccc(F)c4)c3=O)[C@@H]21 | -0.8
O=C(C[C@@H]1CC[C@@H](NC(=O)C2CCOCC2)[C@H](CO)O1)NCC1CCCCC1 | -0.1
C[C@@H]1CN([C@H](C)CO)C(=O)c2cc(NS(=O)(=O)c3ccccc3)ccc2O[C@@H](C)CCCCO[C@H]1CN(C)S(=O)(=O)c1cccs1 | 1.0
C[C@H]1CN([C@@H](C)CO)C(=O)c2cc(NS(=O)(=O)c3ccc(Cl)cc3)ccc2O[C@@H]1CN(C)C(=O)Nc1ccccc1 | -1.8
O=C(C[C@H]1CC[C@H]2[C@@H](COC[C@@H](O)CN2Cc2cccc(C(F)(F)F)c2)O1)NCCc1ccncc1 | 2.0
O=C(NCC[C@H]1CC[C@@H](NC(=O)C2CC2)[C@H](CO)O1)c1cnccn1 | -1.8
CO[C@@H]1CN(C)C(=O)c2cc(NC(=O)C3CCOCC3)ccc2OC[C@@H](C)N(C(=O)Nc2ccc(C(F)(F)F)cc2)C[C@H]1C | 0.5
CO[C@H]1CN(C)C(=O)c2cc(NC(=O)C3CCC3)ccc2OC[C@H](C)N(C(=O)CN(C)C)C[C@H]1C | -1.1
CC=Cc1ccc2n(c1=O)C[C@H]1[C@H](CO)[C@@H](C(=O)N3CCCCC3)N(Cc3ccccn3)[C@@H]21 (mixture of isomers) | -3.0
CN(C)CC(=O)N1CCCCN2[C@H](CO)[C@H](c3ccc(/C=C/c4ccccc4)cc3)[C@@H]2C1 | -1.6
C[C@H](CO)N1C[C@H](C)[C@H](CN(C)Cc2cncnc2)Oc2cc(-c3cccnc3)ccc2S1(=O)=O | 5.4
COc1ccc(NC(=O)N[C@@H]2CC[C@@H](CCn3cc(-c4ccccc4F)nn3)O[C@@H]2CO)cc1 | -2.0
COc1ccccc1CNC(=O)C[C@H]1C[C@H]2c3cc(NS(=O)(=O)c4ccc(F)cc4)ccc3O[C@H]2[C@@H](CO)O1 | 0.6
Cc1ccc(S(=O)(=O)Nc2ccc3c(c2)C(=O)N([C@H](C)CO)C[C@H](C)[C@H](CN(C)C(=O)CCC(F)(F)F)OCCCC[C@H](C)O3)cc1 | 3.3
O=S(=O)(c1cccs1)N1CCCCN2[C@H](CO)[C@H](c3ccc(/C=C/c4ccccc4)cc3)[C@H]2C1 | -1.5
COCCNC(=O)C[C@@H]1CC[C@H]2[C@@H](COC[C@@H](O)CN2S(=O)(=O)c2ccccc2C)O1 | -0.8
O=C(c1ccccn1)N1CC[C@@H]2[C@H](CO)Nc3ccc(-c4cccc(F)c4)cc3[C@@H]21 | 35
C[C@@H]1CCCCO[C@@H](CN(C)Cc2ccc(Cl)c(Cl)c2)[C@H](C)CN([C@H](C)CO)C(=O)c2cc(NC(=O)Nc3ccc4c(c3)OCO4)ccc2O1 | -3.0
C[C@@H]1CN([C@@H](C)CO)C(=O)c2cc(NS(=O)(=O)c3ccccc3)ccc2O[C@@H]1CN(C)Cc1ccc2c(c1)OCO2 | 0.4
CC(C)C#Cc1ccc([C@H]2[C@@H](CO)N3CCCCN(C(=O)c4ccc(F)cc4)C[C@@H]23)cc1 | 2.0
C[C@@H]1CN([C@@H](C)CO)C(=O)c2cc(C#CCN(C)C)cnc2O[C@@H]1CN(C)C(=O)Cc1ccccc1 | 2.2
SMILES | BioA inh
C[C@H]1CN([C@@H](C)CO)C(=O)c2cccc(NS(=O)(=O)c3ccc(Cl)cc3)c2O[C@H]1CN(C)S(=O)(=O)c1cccs1 | 2.8
C[C@@H]1CN([C@H](C)CO)C(=O)Cc2cc(NS(=O)(=O)c3ccccc3)ccc2O[C@@H]1CN(C)S(=O)(=O)c1ccc(Cl)cc1 | -0.5
O=C(C[C@@H]1CC[C@@H](NC(=O)c2ccncc2)[C@@H](CO)O1)NCCc1ccncc1 | -2.8
C[C@H](CO)N1C[C@H](C)[C@@H](CN(C)C(=O)Nc2ccccc2)Oc2ccc(NC(=O)C3CCCCC3)cc2CC1=O | 0.3
O=C(N[C@@H]1CC[C@@H](CCn2cc(C3(O)CCCC3)nn2)O[C@H]1CO)C1CCCC1 | -2.2
Cc1ccc(S(=O)(=O)N2CC[C@@H]3[C@H]2c2cc(C#Cc4cccnc4)ccc2N(C)[C@H]3CO)cc1 | 0.9
CO[C@@H]1CN(C)C(=O)c2ccc(NC(C)=O)cc2OC[C@H](C)N(C(=O)C2CCCCC2)C[C@@H]1C | -0.8
COc1cccc(S(=O)(=O)Nc2ccc3c(c2)C(=O)N(C)[C@@H]2CC[C@@H](CC(=O)O)O[C@@H]2CO3)c1 | -1.7
CCCN(C)C[C@H]1Oc2ncc(Br)cc2C(=O)N([C@H](C)CO)C[C@@H]1C | -0.9
C[C@@H]1CCCCO[C@@H](CN(C)S(=O)(=O)c2ccccc2)[C@@H](C)CN([C@@H](C)CO)C(=O)c2cc(NS(=O)(=O)c3cccs3)ccc2O1 | -0.2
N#C[C@H]1[C@@H](c2ccc(C#CC3CCCCC3)cc2)[C@@H](CO)N1C(=O)Cc1ccccn1 | -2.0
CC(C)NC(=O)N[C@@H]1CC[C@@H](CCNS(=O)(=O)c2ccc(F)cc2)O[C@H]1CO | -0.5
CC(C)NC(=O)N(C)C[C@@H]1Oc2c(NC(=O)C3CCOCC3)cccc2C(=O)N([C@@H](C)CO)C[C@@H]1C | 1.4
O=C(Nc1ccc(Cl)cc1)N[C@H]1CC[C@H](CCNS(=O)(=O)c2ccccc2F)O[C@H]1CO | 1.7
CN(C)C(=O)C[C@H]1CC[C@H]2[C@@H](COc3ccc(NC(=O)C4CCOCC4)cc3C(=O)N2C)O1 | 0.8
C[C@H]1CN([C@@H](C)CO)S(=O)(=O)c2ccc(C3=CCCCC3)cc2O[C@@H]1CN(C)Cc1ccccc1F | 2.4
CC(C)c1cn(CC[C@H]2CC[C@H](NC(=O)C3CC3)[C@@H](CO)O2)nn1 | 0.2
C[C@@H]1CN([C@H](C)CO)C(=O)c2cccc(NS(=O)(=O)c3cn(C)cn3)c2O[C@@H]1CN(C)S(=O)(=O)c1ccc(F)cc1 | -1.2
CN(C)C(=O)c1ccc(-c2ccc([C@@H]3[C@H](C#N)N(C(=O)Cc4ccccn4)[C@H]3CO)cc2)cc1 | -1.5
Cc1noc(C)c1S(=O)(=O)Nc1ccc2c(c1)C(=O)N([C@@H](C)CO)C[C@@H](C)[C@@H](CN(C)S(=O)(=O)c1cn(C)cn1)O2 | -1.9
Cc1noc(C)c1NC(=O)Nc1ccc2c(c1)C(=O)N([C@H](C)CO)C[C@H](C)[C@H](CN(C)C)OCCCC[C@H](C)O2 | -0.8
C[C@H](CO)N1C[C@H](C)[C@H](CN(C)C(=O)Nc2ccccc2)Oc2ccc(N(C)C)cc2C1=O | -0.7
C[C@H]1CCCCO[C@@H](CN(C)Cc2ccc(C(=O)O)cc2)[C@@H](C)CN([C@@H](C)CO)C(=O)c2cc(NC(=O)Nc3cccc4ccccc34)ccc2O1 | 0.9
C[C@@H]1CN([C@@H](C)CO)C(=O)c2ccccc2-c2ccccc2CO[C@H]1CN(C)C(=O)c1ccccc1 | -1.6
C[C@@H]1CN([C@@H](C)CO)C(=O)c2cc(NC(=O)Nc3ccc(C(F)(F)F)cc3)ccc2O[C@H]1CN(C)CC1CCCCC1 | -2.0
C[C@@H]1CN([C@@H](C)CO)S(=O)(=O)c2ccc(C#Cc3ccc(F)cc3)cc2O[C@H]1CN(C)C(=O)c1ccccn1 | 1.9
COc1ccc(NC(=O)Nc2ccc3c(c2)C(=O)N([C@H](C)CO)C[C@H](C)[C@H](CN(C)C(=O)Nc2ccc4c(c2)OCO4)O3)cc1 | -4.7
CNC[C@@H]1OCCCC[C@@H](C)Oc2ccc(NC(=O)NC(C)C)cc2C(=O)N([C@H](C)CO)C[C@@H]1C | 1.5
O=S(=O)(c1cccc(F)c1)N1CC[C@H]2[C@H](CO)Nc3ccc(C#Cc4ccccc4F)cc3[C@H]21 | -0.5
C[C@@H]1CN([C@H](C)CO)C(=O)Cc2cc(NC(=O)Nc3ccccc3)ccc2O[C@@H]1CN(C)Cc1ccc(C(F)(F)F)cc1 | 11

In the list so far, 4 contain a thiophene ring, fused or not:
SMILES | BioA inh
C[C@@H]1CN([C@H](C)CO)C(=O)c2cc(NS(=O)(=O)c3ccccc3)ccc2O[C@@H](C)CCCCO[C@H]1CN(C)S(=O)(=O)c1cccs1 | 1.0
O=S(=O)(c1cccs1)N1CCCCN2[C@H](CO)[C@H](c3ccc(/C=C/c4ccccc4)cc3)[C@H]2C1 | -1.5
C[C@H]1CN([C@@H](C)CO)C(=O)c2cccc(NS(=O)(=O)c3ccc(Cl)cc3)c2O[C@H]1CN(C)S(=O)(=O)c1cccs1 | 2.8
C[C@@H]1CCCCO[C@@H](CN(C)S(=O)(=O)c2ccccc2)[C@@H](C)CN([C@@H](C)CO)C(=O)c2cc(NS(=O)(=O)c3cccs3)ccc2O1 | -0.2
